# Nrf2 activator: activates Nrf2 signaling. AREc32 ARE-luciferase reporter (MCF7-derived line), luminescence, 24 h. Potency, µM (titrated, usually from 46.1 µM), for inactives: at the highest dose activation, most hits filed as activators. actives 0.31% (n = 410,000); note: potency is the fitted concentration of half-maximal effect; % of control where 0% means no effect; nearly all actives have a fitted effect of over 65% in size
#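 Each well held 1000 AREc32 cells, which were incubated with compound for 24 hr at 37 deg C after overnight attachment, and ARE reporter activity was quantified by firefly luciferase luminescence.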
# A549 viability: counter-screen for Nrf2 inhibitors: cytotoxicity in A549 cells. A549 ARE-Fluc cells, CellTiter-Fluor viability, 18-24 h. Potency, µM (highest dose often 46 µM), for inactives: at the top dose activity change, negative = cytotoxicity, most hits filed as inhibitors. actives 0.16% (n = 390,000); note: potency is the fitted concentration of half-maximal effect; % is set by controls: 0 for no effect and ±100 for the full control effect
#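 A549 ARE_Fluc cells in 5% FBS OPTI-MEM were exposed to compounds in concentration-response for 18-24 h at 37 deg C. Viability was read by CellTiter-Fluor fluorescence (Ex 405/Em 525) after 30 min, before the luciferase read.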
# Nrf2 inh: Nrf2 pathway inhibition. A549 ARE-Fluc reporter, luciferase luminescence, 18-24 h. Potency, µM (top dose mostly 46 µM), for the others: at the highest dose activity change, negative = inhibition, actives largely listed as inhibitors. actives 2.1% (n = 360,000). AID 504444; note: potency is the fitted concentration of half-maximal effect; % is set by controls: 0 for no effect and ±100 for the full control effect; nearly all actives have a fitted effect of over 60% in size
#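 Nrf2 function is reported as luminescence of an ARE-controlled luciferase in A549 cells. Compounds were tested at several concentrations, and a CellTiter-Fluor read on the same wells flagged cytotoxicity.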
# IL-1B inflam inh: inhibitors of inflammasome signaling (IL-1 beta secretion); THP-1 LPS/ATP IL-1B secretion, AlphaLISA, 16 h; active compounds read low; activity change, % at 57.5 µM; actives 4.7% (n = 360,000); AID 743279; in the data active = activity change below about -50%; inconclusive = mostly about -30% to -49%; note: % is set by controls: 0 for no effect and ±100 for the full control effect
#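 Secreted IL-1B measured by AlphaLISA bead assay after 16 h compound exposure of THP-1 cells; compounds (final up to 57.5 uM) added 1 h before LPS (250 ng/mL) and ATP (1.25 mM) stimulation; lower signal means less secretion.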
# S2 tox: reduces viability in counter-screen for ATXN expression inhibitors. Potency, µM (series often up to 56.7 µM), hits mostly cytotoxic. S2 cells (HEK-293 line with an ATXN2-luciferase reporter) viability, CellTiter-Fluor protease fluorescence, 24 h. actives 0.49% (n = 400,000); note: potency is the fitted concentration of half-maximal effect; nearly all actives have a fitted effect of over 40% in size
# MCF10A rereplic: DNA re-replication induction in MCF 10a cells | actives 2.9% (n = 350,000) | MCF 10A DNA re-replication, Hoechst nuclear intensity, 48 h | Potency, µM (series often up to 46.1 µM), for inactives: at the highest dose activity, positive = re-replication, most hits filed as activators | AID 624296; note: potency is the fitted concentration of half-maximal effect; % of control where 0% means no effect; nearly all actives have a fitted effect of over 50% in size
# HepG2 tox: HepG2 cytotoxicity, counter-screen for TGF-b inhibitors; Potency, µM (top dose mostly 46.1 µM), without a hit: top-dose activity change, negative = cytotoxicity, actives largely listed as cytotoxic; actives 0.76% (n = 410,000); AID 588856; HepG2 CAGA-GFP viability, ATP luminescence, 18 h; note: potency is the fitted concentration of half-maximal effect; some results filed as inactive show a strong effect at the top dose
#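 CellTiter-Glo luminescence gave cytotoxicity after 18 hours at 37 degrees C. The cells were HepG2 CAGA-GFP in 1% FBS DMEM, stimulated with 500 pg/mL TGF-beta after compound addition. %Activity was normalised to no-cell wells (complete cell-killing) and DMSO (no toxicity), and curves were fitted and classified.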
# TGFb inhibitor: inhibitors of TGF-b signaling; HepG2 CAGA-GFP TGF-b/SMAD3 reporter, GFP fluorescence, 18 h; TGF-beta stimulated, 500 pg/mL final; Potency, µM (doses to about 46.1 µM), without a hit: top-dose activity, negative = inhibition, hits mostly inhibitors; actives 1.2% (n = 410,000); AID 588855; note: potency is the fitted concentration of half-maximal effect; % is set by controls: 0 for no effect and ±100 for the full control effect; nearly all actives have a fitted effect of over 65% in size
#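 Read-out: total well GFP (ex488/em500-530) summed from mean per-cell fluorescence. Cells: HEPG2 CAGA-GFP, 1% FBS DMEM, 18 h at 37 degrees C with 500 pg/mL final TGF-beta. Unstimulated wells served as the full-inhibition control; stimulated DMSO wells = 0%.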
# ATXN2 expr inh: reduces ATXN2 reporter expression in HEK-293 cells | Potency, µM (top dose mostly 57 µM), for inactives: at the top dose activity change, negative = inhibition, actives largely listed as inhibitors | actives 0.72% (n = 360,000) | HEK-293 ATXN2-luciferase reporter, luminescence, 24 h | AID 1745845; note: potency is the fitted concentration of half-maximal effect; % is set by controls: 0 for no effect and ±100 for the full control effect; nearly all actives have a fitted effect of over 55% in size
#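 ATXN2-luciferase reporter cells (luciferase flanked by upstream and downstream ATXN2 gene portions) were treated 24 h at 37 °C with compounds at up to 57 uM. SteadyGlo luminescence gave expression; GF-AFC fluorescence gave viability.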
# Starred values were filed as active, the others as inactive; i = inactive; ? = inconclusive; . = no result given; & = joins results of further samples; [ ] = another dose, or the depositor's remark. Unless noted, calls come from the whole dose curve; as a rule, active = well fitted curve in the direction sought with a large enough effect; inconclusive = small, poorly fitted or top-dose-only effect, or another doubt; inactive = no such curve, though single readings can be large; an effect the other way counts as inactive or inconclusive.
# Value order: TGFb inhibitor	ATXN2 expr inh	S2 tox	Nrf2 inh	HepG2 tox	A549 viability	IL-1B inflam inh	Nrf2 activator	MCF10A rereplic
COc1ccc(C)cc1N(C)C(=O)c1c(C)oc2ncnc(N3CCOCC3)c12
→ -18%	.	.	?	2%	-8%	.	0.2%	.
O=C(NC1CCCCC1)C(c1ccc(F)cc1)N(Cc1ccccc1)C(=O)CN1C(=O)c2ccccc2S1(=O)=O (stereo not given)
→ 2%	-4%	i	?	6%	-11%	21	-0.3%	?
CCC(C)NC(=O)CN1C(=O)c2cccnc2Oc2ccc(C)cc21 (stereo not given)
→ 0%	.	.	.	-17%	-3%	.	0.7%	.
CCc1cccc(NS(=O)(=O)c2ccc3c(c2)CCC(=O)N3)c1
→ -14%	-12%	i	-32%	-16%	-5%	14	0.4%	-2%
c1ccc2sc(NN=C3CCCCCC3)nc2c1
→ -11%	?	i	?	-24%	-1%	4	10%	31%
Cc1ccccc1NNC(=O)C(=O)NNc1ccccc1C
→ -29%	.	i	-1%	-21%	5%	27	3.9%	?
O=C(Nc1ccc(S(=O)(=O)Nc2ccnn2-c2ccccc2)cc1)C(F)(F)F
→ -4%	-13%	i	-7%	2%	-9%	27	0.4%	-2%
Cc1cc(C)cc(NC(=S)N2CCC(NC(=O)C3CC3)CC2)c1
→ -20%	-8%	i	13%	-15%	10%	-11	-0.7%	13%
Cc1cccc(OCC(=O)Nc2ccccc2-c2ccccc2)c1
→ 5%	-1%	i	1%	-4%	12%	56	-0.1%	?
O=C1NN=C(c2ccccc2)CC1c1c[nH]c2ccccc12 (stereo not given)
→ 0%	.	?	0%	-17%	-2%	6	8.9%	6%
O=C(COC(=O)CCCSc1nc2ccccc2[nH]1)Nc1cccc(F)c1
→ 4%	8%	i	-5%	1%	4%	-8	-0.5%	4%
COc1ccccc1NC(=O)Cn1nc(-c2ccc(Cl)cc2)c2ccccc2c1=O
→ -5%	-5%	i	?	-32%	-25%	4	0.4%	?
Cc1nc(SCCOc2ccccc2F)[nH]c(=O)c1Cc1ccccc1
→ -1%	65%[activator]	i	?	-22%&-26%	-2%&-5%	47	-0.4%&0.0%	6%
CCCc1nc2scc(-c3ccccc3)c2c(=O)n1N
→ 29%	15%	i	9%	-18%	24%	1	3.4%	-2%
COc1ccc(OC)c(C2C/C(=N/O)C(C)C(c3cc(OC)ccc3OC)N2)c1 (stereo not given)
→ 3%	6%	i	?	-3%	?	-4	0.1%	-34%[inhibitor]

# Given tab-delimited: entries from further up.
Structure	TGFb inhibitor	ATXN2 expr inh	S2 tox	Nrf2 inh	HepG2 tox	A549 viability	IL-1B inflam inh	Nrf2 activator	MCF10A rereplic
Cc1cc(C)cc(NC(=S)N2CCC(NC(=O)C3CC3)CC2)c1	-20%	-8%	i	13%	-15%	10%	-11	-0.7%	13%
Cc1cccc(OCC(=O)Nc2ccccc2-c2ccccc2)c1	5%	-1%	i	1%	-4%	12%	56	-0.1%	?
O=C1NN=C(c2ccccc2)CC1c1c[nH]c2ccccc12 (stereo not given)	0%	.	?	0%	-17%	-2%	6	8.9%	6%
O=C(COC(=O)CCCSc1nc2ccccc2[nH]1)Nc1cccc(F)c1	4%	8%	i	-5%	1%	4%	-8	-0.5%	4%
COc1ccccc1NC(=O)Cn1nc(-c2ccc(Cl)cc2)c2ccccc2c1=O	-5%	-5%	i	?	-32%	-25%	4	0.4%	?
Cc1nc(SCCOc2ccccc2F)[nH]c(=O)c1Cc1ccccc1	-1%	65%[activator]	i	?	-22%&-26%	-2%&-5%	47	-0.4%&0.0%	6%

# More compounds.
# Value order: TGFb inhibitor	ATXN2 expr inh	S2 tox	Nrf2 inh	HepG2 tox	A549 viability	IL-1B inflam inh	Nrf2 activator	MCF10A rereplic
O=C(C1CCCCC1)N1CCC2CC1c1cc(-c3ccc4c(c3)OCO4)ccc12 (stereo not given)
→ ?	0%	i	.	-17%	.	35	0.1%	.
COc1cccc(NC(=O)CN(C)C(C)C(=O)NC(C)c2ccc(Cl)cc2Cl)c1 (stereo not given)
→ 5%	2%	?	1%	-19%	-4%	-8	-0.4%	0%
COc1ccc(-c2nc(CN(CC3CCC(=O)N3)C(C)C)c(C)o2)c(C)c1C (stereo not given)
→ -4%	-32%	i	-25%	-9%	-16%	?	2.6%	28%
COc1cc(/C=C/C(C)=O)cc(OC)c1OC
→ 0%	35%[activator]	i	-24%	18%	1%	?	5.1%	?
CCc1nnc(NC(=O)CSc2ncnc3scc(-c4ccc(C)cc4)c23)s1
→ 3%	-9%	?	24%	-8%	1%	8	0.1%	?
CC(C)Sc1nc2c([nH]1)c(=N)ncn2Cc1ccccc1
→ -3%	-34%	i	-24%	-23%	11%	10	-0.6%	2%
Cc1onc(C(=O)NN)c1-c1csc(COc2ccc(Cl)cc2)n1
→ -10%	2%	i	-4%	3%	3%	-24	1.7%	-2%
CCc1cc2ccc(C)cc2nc1SCC(=O)NNC(=O)c1ccco1
→ -4%	4%	i	-5%	-4%	-7%	-9	2.4%	?
O=C(CN1CCN(S(=O)(=O)c2ccccc2)CC1)Nc1ccccc1C(=O)c1ccccc1
→ ?	-16%	?	?	-37%	-13%	-4	3.4%	7%
Cc1ccc(N2C(=O)c3cccc4cccc(c34)C2=O)cc1
→ -17%	-33%	i	8%	-15%	8%	7	18%	1%
CCN(c1ccccc1)S(=O)(=O)c1ccc(C(=O)Nc2ccccn2)cc1
→ -28%	8%	i	-15%	-43%	0%	-3	11%	8%
O=C1Nc2ccccc2C1=Nc1ccccc1-c1ccccc1
→ -29%	-4%	?	-5%	9%	-4%	-70*	10%	28%
COc1ccc(C(=O)NCC(=O)NCC(=O)OCC(=O)c2ccc(C)cc2)cc1
→ 6%	-9%	i	-1%	2%	1%	8	-0.1%	?
O=C(CN(Cc1ccc(Cl)cc1)C(=O)CNS(=O)(=O)c1ccccc1)NCC1CCCO1 (stereo not given)
→ 14%	-3%	i	23%	16%	1%	-5	0.2%	0%
COc1ccc(C(=O)c2c3ccc(OC)cc3[n+]([O-])n2CCCC(N)=O)cc1
→ -2%	-2%	?	5%	-10%	-12%	26	3.4%	-1%
CC1CCCCC1NC(=O)CCC(=O)N1CCOc2ccc(Cl)cc21 (stereo not given)
→ -14%	2%	i	?	-1%	0%	-6	-1.2%	6%
CCOc1ccc(Cn2c(CNS(=O)(=O)c3ccc(CC)cc3)nc3cccnc32)cc1
→ ?	.	.	.	-19%	7%	.	3.8%	.
Cc1cccc(NC(=O)CCN2CCCCC2)c1
→ -1%	15%	i	0%	2%	0%	17	-0.5%	3%
N#C/C(=C\c1ccc(Sc2ccccc2)o1)c1nc2ccccc2[nH]1
→ 0%	-6%	i	-24%	-39%	-6%	4	8.4%	9%
CN1C(=O)[C@H]2[C@@H](c3ccc(C(F)(F)F)cc3)N[C@]3(CCCN(Cc4ccco4)C3=O)[C@H]2C1=O
→ -9%	1%	i	.	-15%	.	2	-0.8%	.
CCC1=NN2C(=N)/C(=C\c3cccn3-c3c(C)cccc3C)C(=O)N=C2S1
→ -7%	-5%	i	-30%	-21%	-10%	6	-0.7%	?
Cc1noc(C)c1S(=O)(=O)Nc1ccc2c(c1)C(=O)N([C@H](C)CO)C[C@H](C)[C@@H](CN(C)S(=O)(=O)c1ccccc1)O2
→ -1%	9%	i	-3%	15%	0%	11	0.0%	-1%
O=C(NCCN1CCOCC1)c1ccc2c(c1)N(Cc1ccccc1F)C(=O)c1ccccc1S2
→ -15%	-20%	i	?	-19%	1%	-30	2.0%	?
O=C(CN1CCN(Cc2ccccc2)CC1)NCCc1ccccc1
→ -4%	-15%	i	9%	-3%	1%	-3	2.4%	-3%
Cc1ccc(S(=O)(=O)NC(CC(=O)NCC2CCCO2)c2ccco2)cc1 (stereo not given)
→ 4%	1%	i	?	-1%	?	-7	-0.9%	?
Cc1cc(-c2ccc(C)c(S(=O)(=O)N3CCN(c4ccc(F)cc4)CC3)c2)on1
→ -8%	-26%	i	8.2µM*	-3%	-6%	-8	-0.3%	18%
CCOc1ccc(CCNC(=O)c2ccc(-c3nc(CSc4ccc(C)cc4)c(C)o3)cc2)cc1
→ -19%	11%	i	18%	6%	-4%	.	0.7%	.
Cc1ccc(S(=O)(=O)c2cn(CC(=O)Nc3ccccc3)c3cc4c(cc3c2=O)OCO4)cc1
→ -14%	7%	i	7%	-11%	4%	.	1.2%	.
Cc1noc(C)c1CSc1nc2[nH]ncc2c(=O)n1-c1ccccc1
→ 11%	26%	?	-22%	-26%	?	18	23%	1.3µM*
CCOc1ccccc1NC(=O)N1CCCn2nc(C)cc21
→ -6%	5%	i	9%	0%	-6%	.	-0.4%	.
CN(CC(O)COCc1ccccc1F)C1CCCCC1 (stereo not given)
→ 2%	1%	i	-5%	2%	1%	-6	-1.2%	-1%
COc1ccc2c(CC(=O)NNC(=O)c3ccc(O)cc3)coc2c1
→ 8%	-11%	i	12%	3%	1%	16	0.2%	-35%[inhibitor]
COc1ccc(NC(=O)C2CCCN(C(=O)Nc3ccc(F)cc3)C2)cc1OC (stereo not given)
→ 2%	-10%	i	-21%	-28%	0%	8	0.0%	4%
CCNC(=O)c1ccccc1CCc1ccccc1
→ 20%	-1%	i	0%	9%	1%	21	0.4%	0%
Cn1nc(C(=O)N2CCc3ccccc32)c2ccccc2c1=O
→ -9%	.	i	-5%	-18%	-1%	-2	0.1%	-10%

# Compound activity from PubChem BioAssay.
